From PubChem
ZTA counter = counter-screen for EBNA-1 inhibitors: inhibitors of Epstein-Barr virus ZTA; P03206; ZTA-DNA binding, fluorescence polarization; inhibition, % at 11 µM; 320,000 compounds, 0.15% hits; AID 2234; in the data active = inhibition above about 33%
Target sequence (P03206 whole entry, looked up): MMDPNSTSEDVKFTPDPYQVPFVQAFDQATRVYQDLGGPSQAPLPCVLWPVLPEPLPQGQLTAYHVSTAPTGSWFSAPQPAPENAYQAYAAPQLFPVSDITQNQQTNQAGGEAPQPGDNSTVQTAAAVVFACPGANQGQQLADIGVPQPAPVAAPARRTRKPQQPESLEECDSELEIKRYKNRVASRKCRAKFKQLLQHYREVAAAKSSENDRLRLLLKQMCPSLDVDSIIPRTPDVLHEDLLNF
MEX-5 binding = C. elegans MEX-5 TCR-2 RNA binding activity | Q9XUB2 | MEX-5/FITC-TCR2 RNA binding, fluorescence polarization; hits give low values | activity score (negative = inhibition of binding), % at 10 µM | 300,000 compounds, 0.38% hits | AID 1832;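 active = inhibition past about -25% in most replicates, and total fluorescence under double the plate's negative control median, limit read from the data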;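 also: 0% = DMSO and -100% = 5 µM competing unlabeled TCR2 RNA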
Target sequence (Q9XUB2 whole entry, looked up): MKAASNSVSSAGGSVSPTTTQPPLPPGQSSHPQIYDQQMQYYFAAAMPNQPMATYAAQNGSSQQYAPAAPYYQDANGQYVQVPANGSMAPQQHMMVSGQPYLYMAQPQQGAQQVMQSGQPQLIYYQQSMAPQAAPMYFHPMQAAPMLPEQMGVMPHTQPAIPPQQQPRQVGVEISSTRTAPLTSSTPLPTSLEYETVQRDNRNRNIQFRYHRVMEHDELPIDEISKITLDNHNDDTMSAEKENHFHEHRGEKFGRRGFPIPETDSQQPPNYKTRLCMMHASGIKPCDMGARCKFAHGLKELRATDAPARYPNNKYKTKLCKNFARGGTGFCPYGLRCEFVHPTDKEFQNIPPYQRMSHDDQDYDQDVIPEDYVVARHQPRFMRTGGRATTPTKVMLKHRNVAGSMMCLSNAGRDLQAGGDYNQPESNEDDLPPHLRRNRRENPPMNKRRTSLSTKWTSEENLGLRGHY
BCLXL inh = inhibitors of human Bcl-xL | inhibition, % at 10.9 µM | GST-Bcl-xL / FITC-Bim BH3 peptide fluorescence polarization | 320,000 compounds, 0.7% hits;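 active = inhibition above the mean of all tested compounds plus 3 SD, cutoff set per campaign, cut at about 30% in these data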;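 also: 0% = DMSO wells and 100% = unlabeled Bim-BH3 peptide competitor; inhibitors lower millipolarization by displacing the labeled peptide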
GLD-1 RNA inh = GLD-1-TGE RNA interaction inhibition (C. elegans) | Q17339 | purified GLD-1 + fluorescein TGE RNA, fluorescence polarization | inhibition, % at 5.96 µM | 320,000 compounds, 0.44% hits | AID 2280;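 active = percent inhibition above a per-plate cutoff, the plate mean of test compounds plus 3 SD, cut at about 30% in these data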;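 also: 0% = DMSO wells with GLD-1 and probe and 100% = wells lacking GLD-1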
Efflux pump inh = blocks antifungal efflux pumps in multiplex yeast assay. inhibition, % at 10 µM. S. cerevisiae Candida pump triplex, Nile Red efflux. AID 485275. 330,000 compounds, 0.44% hits;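 active = plate passing quality check with inhibition over a set limit, or well fluorescence over plate mean plus 4 SD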;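 also: Nile Red retained in pooled yeast measured as flow cytometry median fluorescence; 0% = buffer negative control and 100% = Enniatin B positive control; higher means more Nile Red kept so more efflux inhibition; some compounds called inactive have numbers as strong as hits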
EBNA-1 inh = blocks EBNA-1 binding to DNA; EBNA-1 DNA binding, fluorescence polarization; inhibition, % at 14.8 µM; 300,000 compounds, 0.34% hits; AID 1950; in the data active = inhibition above about 28%
Yeast superoxide = lowers age-related superoxide in aged yeast cells. S. cerevisiae aged cells, superoxide DHE fluorescence; hits give low values. superoxide response (% of plate mean), % at 10 µM. 330,000 compounds, 0.18% hits. AID 2690;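 active = superoxide response under a set limit, about three screen SD below normal, cut at about 65% in these data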;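 also: yeast aged for seven days with compound at 30 °C before DHE staining; 100% = average MFI of all compound-treated wells on the plate with controls excluded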
MCL1 BIM primary = inhibitors of human MCL1 binding to BIM-BH3 peptide. Q07820. GST-MCL1 / FITC-Bim-BH3 fluorescence polarization. inhibition, % at 10.9 µM. 320,000 compounds, 0.68% hits;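 active = inhibition above the mean inhibition of all tested compounds plus 3 SD, set per campaign, cut at about 40% in these data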;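 also: 0% = DMSO wells and 100% = unlabeled Bim-BH3 peptide control; higher means more loss of mP so more displacement of Bim peptide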
Target sequence (Q07820 whole entry, looked up): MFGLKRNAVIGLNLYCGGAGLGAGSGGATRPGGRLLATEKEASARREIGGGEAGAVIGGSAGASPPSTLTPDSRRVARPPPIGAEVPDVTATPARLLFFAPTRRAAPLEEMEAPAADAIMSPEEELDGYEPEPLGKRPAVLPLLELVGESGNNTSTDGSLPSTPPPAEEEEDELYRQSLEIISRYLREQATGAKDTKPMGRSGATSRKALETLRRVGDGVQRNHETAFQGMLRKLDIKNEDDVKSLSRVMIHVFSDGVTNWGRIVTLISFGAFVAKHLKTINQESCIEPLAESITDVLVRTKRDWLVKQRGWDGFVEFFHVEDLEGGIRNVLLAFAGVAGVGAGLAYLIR
Fam108B inh = blocks mouse Fam108B hydrolase in RBBP9 counter-screen; 300,000 compounds, 0.33% hits; inhibition, % at 9.51 µM; recombinant Fam108B, FP-Rh probe fluorescence polarization;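 active = inhibition above the screen mean inhibition plus 3 SD, computed separately per campaign, cut at about 18% in these data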;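 also: inhibitors lower polarization as less probe binds the enzyme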
Starred values were filed as active, the others as inactive; x = no result given.

Structure	ZTA counter	MEX-5 binding	BCLXL inh	GLD-1 RNA inh	Efflux pump inh	EBNA-1 inh	Yeast superoxide	MCL1 BIM primary	Fam108B inh
C/C(Cn1cnc([N+](=O)[O-])n1)=N\NC(=O)c1ccccc1	7	1.2	3	9	0.0	10	105	5	-1
COc1ccc(-n2cnnc2SCC(=O)Nc2cc(C(C)(C)C)nn2-c2ccccc2)cc1	-14	-1.3	2	-6	0.2	3	90	-4	5
COCCCNC(=S)N1CCN(C(=O)c2ccco2)CC1	16	-2.5	-8	-1	0.1	8	100	-1	-2
O=[N+]([O-])c1cc(Br)c(O)c(/C=N/Nc2nnnn2-c2cccc3ccccc23)c1	19	-1.3	-5	6	0.0	3	116	19	40*
Cc1ccc(C(O)Cn2nc(C)cc2C)cc1 (stereo not drawn)	10	2.8	6	3	0.0	2	98	-1	1
CCOC(=O)c1ccc(N2C(=O)Cc3ccccc3C2=O)cc1	9	-0.3	9	10	0.3	-16	104	8	3
O=C(CN1CCC(C(=O)O)CC1)Nc1ccccc1Oc1ccccc1	21	1.2	-2	-4	-0.1	12	107	16	0
CCOc1ccccc1OCC(=O)OCC(=O)Nc1ncc(Cl)cc1Cl	12	0.2	7	-1	0.0	5	89	8	1
CCCN(CCC)C(=O)CC(c1ccccc1)c1ccc(C)cc1O (stereo not drawn)	6	x	2	6	0.2	2	100	8	3
Cc1ccccc1NC(=O)c1cccc(S(=O)(=O)N2CCCCC2)c1	-11	-1.5	3	-3	0.0	-4	87	1	-1
NC(=O)CC(NC(=O)c1ccccc1)c1ccc(NC2CCC2)c([N+](=O)[O-])c1 (stereo not drawn)	-36	-1.7	-1	-2	0.1	-3	116	7	6
Cc1[nH]nc2ncc(C(=O)c3cc(F)ccc3O)cc12	9	1.4	4	5	0.0	-1	95	-1	-4
Cc1cc(C(=O)O)ccc1-n1c(C)cc(/C=C2\SC(=O)NC2=O)c1C	10	-1.0	5	4	0.1	5	95	4	3
O=C(Cc1c(F)cccc1Cl)N1CCCC1	4	-1.4	5	8	0.0	-12	92	2	0
O=C(Cc1ccc(F)cc1)OCC(=O)N1CCN(S(=O)(=O)c2ccc(Cl)cc2)CC1	-10	-3.4	2	1	0.5*	-6	125	-4	2
CC1CCCCN1C(=O)C12CCC(C)(/C(=N/O)C1)C2(C)C (stereo not drawn)	-13	-1.0	2	3	-0.1	-5	86	0	3
CC(C(=O)N(C)C1CCS(=O)(=O)C1)N1C(=O)/C(=C/c2ccc(F)cc2)SC1=S (stereo not drawn)	-4	-2.0	4	1	0.0	-1	105	9	6
Cc1ccccc1N(C(=O)Cc1cccs1)C(C(=O)NCC1CCCO1)c1cccnc1 (stereo not drawn)	3	-0.1	6	1	-0.1	0	81	8	4
CS(=O)(=O)N(CC(=O)Nc1ccccc1C(=O)N1CCOCC1)c1cccc([N+](=O)[O-])c1	-4	-2.9	5	6	0.0	2	106	3	6
O=C(NCc1ccc2c(c1)OCO2)c1ccc(Cl)s1	-3	-1.0	4	3	-0.2	7	104	-2	1
Cc1ccc(S(=O)(=O)N2CCCCC2C)cc1[N+](=O)[O-] (stereo not drawn)	6	-1.2	0	-3	-0.1	-4	105	-1	3
CCOc1ccc(N2C(=O)CNC2=S)cc1	-7	0.2	1	4	-0.1	1	102	3	-1
CC(C)(C)c1nnc(NC(=O)C2CC(=O)N(CCc3ccc(F)cc3)C2)s1 (stereo not drawn)	-2	0.6	4	1	0.1	-5	86	7	0
CCCNC(=O)CSc1nc(Cc2ccccc2)nc2ccccc12	-11	-0.1	1	-3	-0.2	-3	103	1	-3
O=C(Nc1ccccc1Cl)Nc1ccnn1C1CCN(C(=O)c2cscn2)CC1	-1	-4.5	2	-4	0.4	0	98	6	-2
CN1C[N+]([O-])=C(c2ccccc2)C1(C)C	-10	0.8	0	4	0.0	2	82	-1	1
COc1cccc(-c2[nH]nc3c2C(c2ccoc2)C(C#N)=C(N)O3)c1 (stereo not drawn)	0	0.9	5	0	-0.1	-1	102	-4	0
CN1CCCC(OC(=O)c2ccc(C(C)(C)C)cc2)C1 (stereo not drawn)	-6	1.9	4	6	0.1	-3	105	-2	3
CCC(C)(C)C1CCC(=NNC(=S)Nc2ccccc2)CC1 (stereo not drawn)	17	0.5	2	-4	-0.1	-4	95	0	4
CCOC(=O)N1CCC(NC(=O)c2cc(C(=O)Nc3ccc(OCC)cc3)ccc2CO)CC1	11	-2.2	9	2	0.0	-6	105	6	2

Sorted by value in BCLXL inh (smallest number first): some entries from above.
SMILES | MEX-5 binding | BCLXL inh | GLD-1 RNA inh | Efflux pump inh | EBNA-1 inh | MCL1 BIM primary
CN1C[N+]([O-])=C(c2ccccc2)C1(C)C | 0.8 | 0 | 4 | 0.0 | 2 | -1
CCOc1ccc(N2C(=O)CNC2=S)cc1 | 0.2 | 1 | 4 | -0.1 | 1 | 3
O=C(Nc1ccccc1Cl)Nc1ccnn1C1CCN(C(=O)c2cscn2)CC1 | -4.5 | 2 | -4 | 0.4 | 0 | 6

Next section
Structure	ZTA counter	MEX-5 binding	BCLXL inh	GLD-1 RNA inh	Efflux pump inh	EBNA-1 inh	Yeast superoxide	MCL1 BIM primary	Fam108B inh
CCOC(=O)c1cnn(-c2nc(-c3ccccc3)nc3c2COC(C)(C)C3)c1N	-25	1.5	9	1	0.2	-4	113	6	1
CC(=O)OCCN(CCOC(C)=O)c1c(C)[nH]c(=O)[nH]c1=O	-5	2.1	-1	-7	0.0	8	96	-1	-2
COC(=O)CSc1nnc(-c2ccc(S(=O)(=O)NCc3ccccc3Cl)cc2)o1	7	-2.8	0	0	0.0	10	86	-7	1
COc1ccc2c(c1)c(C(=O)N/N=C/c1ccc(OC)c(OC)c1)c(C)n2C	-16	-2.1	3	-1	-0.5	-4	108	10	-4
O=C(O)c1ccc(NC(=S)NC(=O)c2ccc(-c3ccc(Br)cc3)o2)cc1	12	-2.1	-6	-10	-0.1	7	89	-2	5
Cc1cc(Nc2ccc([N+](=O)[O-])cc2)nc2ccccc12	4	-1.3	8	5	0.0	-1	96	12	-4
CCOc1cc(/C=N/NC(=O)C(=O)N2CCCC2)ccc1O	-11	0.8	4	3	-0.3	-11	97	-2	2
COc1cc(OC)cc(C(=O)O/N=C(\N)c2ccncc2)c1	-4	-0.6	-1	-8	0.5	-10	62*	-8	0
COc1ccc(CC(=O)Nc2cc(C)ccn2)cc1OC	7	-1.7	5	11	0.1	-1	89	11	6
CCCOC(=O)Nc1cccc(C(C)=O)c1	-9	-0.7	5	1	0.0	0	83	4	6
Cc1cccc(C(=O)NNC(=O)c2ccccc2C)c1	-6	0.9	3	4	0.3	-10	88	2	1
COc1ccc(C2C(C(=O)c3ccco3)=C(O)C(=O)N2c2nnc(C)s2)cc1OC (stereo not drawn)	-3	-12	45*	19	-0.1	1	100	43*	0
COCC(=O)NCc1nc2ccccc2[nH]1	-13	1.0	-1	-3	0.0	2	100	0	1
CCCc1ncc(C(O)(c2ccccc2)c2ccccc2)n1C	9	1.4	-3	-2	-0.2	-4	97	-6	-1
CC(C)C(OC(=O)c1nsc(Cl)c1Cl)C(=O)NCc1ccccc1 (stereo not drawn)	0	1.1	6	-4	0.0	3	94	7	0
COc1ccc(/C=C2\Sc3ccc(C(=O)NCC4CCCO4)cc3N(C)C2=O)cc1 (stereo not drawn)	5	-1.0	9	4	-0.1	1	87	10	5
CCOC(=O)COc1ccc(CCNC(C)=O)cc1	5	2.7	0	-6	0.0	9	106	1	3
CC(C)c1c(C(=O)N/N=C/c2cccs2)nnn1-c1nonc1N	7	2.3	-4	1	-0.1	2	91	7	0
COCC(=O)Nc1c(C(=O)Nc2ccc3c(c2)OCCO3)oc2ccccc12	2	-0.9	4	-2	0.1	-2	100	5	-4
OC(CN1CCOCC1)Cn1c2c(c3ccccc31)CCCC2 (stereo not drawn)	-17	-2.9	3	6	0.1	0	112	7	3
Cc1ccc(C)c(-n2c(Cc3cccs3)n[nH]c2=S)c1	-12	1.2	-9	-8	-0.1	0	106	-5	1
CCN(CC)CCN1C(=O)C(=O)/C(=C(/O)c2ccc(F)cc2)C1c1cccnc1 (stereo not drawn)	-1	0.1	4	2	0.0	9	87	0	-1
Cc1cc(C)n(CC(O)Cn2cnc3c2c(=O)n(C)c(=O)n3C)n1 (stereo not drawn)	6	-0.9	6	-2	-0.1	-2	90	3	-1
COc1cccc(C(=O)NCC2CCCN(C(=O)c3ccc(C=O)cc3)C2)c1OC (stereo not drawn)	0	1.0	-1	5	0.2	-12	106	-5	4
CC(C)C(NC(=O)c1ccc2c(c1)OCCO2)c1nc2ccccc2[nH]1 (stereo not drawn)	-7	1.5	-4	0	0.2	-5	99	-10	0
CC(C)(C)n1nnnc1C(c1ccc(Cl)cc1)N(Cc1cccnc1)Cc1ccco1 (stereo not drawn)	9	0.5	2	1	0.0	8	109	4	-2
COC(=O)c1sccc1-n1cccc1C(=O)C(=O)N1CC(C)OC(C)C1 (stereo not drawn)	6	1.0	3	-3	0.1	5	97	6	8
O=C(CCl)N(c1ccccc1)C1CCCCC1	12	1.0	4	-3	0.2	-17	98	-6	-3
CCCOc1ccc(C(=O)CCC(=O)OCC(=O)N2CC(=O)Nc3ccccc32)cc1	1	0.0	1	6	0.0	-5	109	-11	3
COc1ccc(/C=N/NC(=O)CN2CCN(Cc3ccccc3)CC2)cc1Br	11	4.0	3	0	-0.1	3	90	3	-7
OCCc1c[nH]c2ccc(OCc3ccccc3)cc12	2	-1.2	1	1	-0.1	3	99	4	3
CNS(=O)(=O)c1cc(NC(C)=O)c(C)cc1C	11	-1.1	4	6	0.1	4	101	13	6
O=C(NCc1ccccc1)c1onc(CSc2ccccc2)c1C(=O)NCc1ccccc1	4	1.2	4	-16	0.0	6	95	7	-17
CN(C)c1nc(N)c([N+](=O)[O-])c(NCC2CCCO2)n1 (stereo not drawn)	-13	0.2	2	7	0.1	-2	100	3	1
Cc1c(N(C)S(=O)(=O)c2cccc(C(=O)NC(C)C)c2)c(=O)n(-c2ccccc2)n1C	6	1.6	4	-3	0.1	-5	103	8	-3
CCn1c(O)c(C=Nc2ccccc2)n(-c2ccccc2)c1=S	-2	-4.9	2	8	0.0	13	113	2	4
Cc1nnc(SCC(=O)Nc2ccc(S(=O)(=O)N3CCCCC3)cc2)s1	5	-0.2	4	-3	0.0	-2	98	4	-1
CC(NC(=O)c1cccnc1)C(=O)N1CCCCC1 (stereo not drawn)	-11	-1.1	5	0	0.3	2	94	6	-3
CCCCn1c(NC(=O)c2ccc(F)cc2)c(C#N)c2nc3ccccc3nc21	10	-3.5	-10	-20	0.1	-19	95	-14	56*
CCN(c1ccc(OC)cc1)S(=O)(=O)c1nnc(NC(=O)COc2ccc(C)cc2)s1	8	1.7	-3	2	0.0	-3	72	-1	-8
COc1ccc(OC)c(NC(=O)C(=O)NNC(=O)C23CC4CC(CC(C4)C2)C3)c1	0	0.7	3	5	0.1	-3	97	6	1
Cc1ccc(C(=O)/C=C/c2ccc3c(c2)OCCO3)c(O)c1	-10	x	3	-4	-0.1	-1	86	0	-10
CSc1nc2nc3c(cc2c(=O)n1-c1ccccc1)COC(C)(C)C3	-14	1.8	-5	4	0.0	-1	95	-12	-4
CCOc1ccc(-n2nnnc2SCC(=O)N2CCOCC2)cc1	-6	3.7	3	-2	0.1	-9	102	4	-3
